Source: PubChem BioAssay (Sanford-Burnham Center for Chemical Genomics)
Hsp70 inhibitors – Hsp70 inhibitors, probe displacement, primary screen, biochemical, fluorescence polarization (AID 583); actives 0.06% (n = 140,000); Hsp70 fluorescence polarization probe displacement, mP; higher % means a stronger effect; displacement, % at 20 µM, or IC50 in µM where a hit was titrated; in the data active = displacement above about 50%;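 note: plate controls were vehicle for no effect and reference ligand for full effect; a part of the inactive calls stands beside numbers as strong as those of hits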
Rat MKP-3 inhibitors – inhibition of rat DUSP6 enzyme activity – biochemical, in vitro, primary screen (AID 425); recombinant MKP-3 phosphatase activity, fluorescence; higher % means a stronger effect; inhibition, % at 20 µM; hits with a dose series show IC50 in µM; actives 0.17% (n = 110,000); in the data active = inhibition above about 50%;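 note: plate controls were vehicle for no effect and reference inhibitor for full effect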
* marks the source's active call; other numbers are inactive results; / = no result given; & = joins results of further samples. The list is partial (hit frequency here may not be typical).

SMILES	Hsp70 inhibitors	Rat MKP-3 inhibitors
CCc1c(C)nc2ncnn2c1N1CCCC(C(=O)NCc2ccc3c(c2)OCO3)C1 (stereo not given)	-1.7%	-5%
Cc1cccc(OCC(=O)N2CCN(C(=O)c3cccs3)CC2)c1	-2.2%	-6%
C(#Cc1ccc(C#CCN2CCOCC2)cc1)CN1CCOCC1	-7.2%	-10%
CCCCNC(=S)NNC(=O)c1cccnc1	0.9%	/
O=C(/C=C/c1ccccc1)Nc1nc2ccc(Cl)cc2s1	-2.5%	-1%
NC(=O)NC(c1ccccc1)c1ccc(F)cc1 (stereo not given)	-1.8%	1%
COc1cccc(OCC(=O)N(Cc2nc(-c3ccc(Cl)cc3)no2)C(C)C)c1	2.5%	7%
COc1ccc(C2/C(=C(/O)c3ccc(Cl)cc3)C(=O)C(=O)N2CCCC(=O)O)cc1 (stereo not given)	1.1%	-1%
CCC(C)N(CC(=O)NCc1ccc(OC)cc1)C(=O)c1csnn1 (stereo not given)	7.1%	-2%
COc1cc2cc(C(c3nnnn3C3CCCC3)N3CCc4ccccc43)c(=O)[nH]c2cc1OC (stereo not given)	-2.8%	1%
N#Cc1ccc2ccn(CC(=O)NC3CCCCCC3)c2c1	-6.7%	-6%
CC(C)(C)NC(=O)NC(=O)COC(=O)c1ccco1	6.2%	-1%
S=C(NCCOCCOCCNC(=S)Nc1ccccc1)Nc1ccccc1	-3.1%	-5%
Cc1ccc(C(C)NC(=O)c2ccccc2)cc1 (stereo not given)	-4.0%	0%
COc1ccc(C2CC(C(F)(F)F)n3ncc(C(=O)O)c3N2)cc1OC (stereo not given)	2.4%&-4.3%	-3%&2%
CCOc1ccc(C(=O)CN2CCN(S(=O)(=O)c3ccc(Br)cc3)CC2)cc1	/	5%
Cc1ccc(-c2n[nH]c3c2C(c2cccc([N+](=O)[O-])c2)N(c2ccc(F)cc2)C3=O)cc1 (stereo not given)	2.4%	0%
CCOC(=O)Cc1cnc(NC(=O)Cn2nnc(-c3ccc(OCC)cc3)n2)s1	5.1%	-6%
CC(C)(C)C(=O)Nc1ccc(C(=O)Nc2ccc(O)cc2C(=O)O)cc1	0.4%	1%
O=S(=O)(c1ccc(S(=O)(=O)N2CCCC2)cc1)N1CCCCCC1	2.2%	-4%

The final 4 entries of the part above open the next one.
SMILES	Hsp70 inhibitors	Rat MKP-3 inhibitors
Cc1ccc(-c2n[nH]c3c2C(c2cccc([N+](=O)[O-])c2)N(c2ccc(F)cc2)C3=O)cc1 (stereo not given)	2.4%	0%
CCOC(=O)Cc1cnc(NC(=O)Cn2nnc(-c3ccc(OCC)cc3)n2)s1	5.1%	-6%
CC(C)(C)C(=O)Nc1ccc(C(=O)Nc2ccc(O)cc2C(=O)O)cc1	0.4%	1%
O=S(=O)(c1ccc(S(=O)(=O)N2CCCC2)cc1)N1CCCCCC1	2.2%	-4%
CC(=O)Nc1nc(=O)c2ccccc2s1	-1.7%	-11%
O=C(c1ccc2c(c1)OCCO2)N1CCN(c2ccc([N+](=O)[O-])cc2Cl)CC1	-2.2%	1%
CCOc1ccc(/C=C/C(=O)c2cccs2)cc1	-5.1%	8%
CCOc1ccc(S(=O)(=O)N(CC(=O)Nc2ccccc2Br)c2ccc(C)cc2)cc1	1.7%	-5%
CCC(Oc1ccccc1)C(=O)N1CCN(CC)CC1 (stereo not given)	3.2%	/
Nc1nc(C2CC2)c(Sc2sc(N)nc2C2CC2)s1	3.5%	0%
O=C1NC(c2ccccc2)=C(c2ccc3ccccc3n2)C(c2cccc([N+](=O)[O-])c2)N1 (stereo not given)	-0.6%	6%
CC(C)Cn1c(-c2ccc(Cl)cc2)cnc1SCC(=O)N1CCOCC1	-4.0%	-3%
COC(=O)C1=C(C)NC2=C(C(=O)CC(C)(C)C2)C1c1ccc(C)o1 (stereo not given)	0.4%	0%
O=C1C2C3C=CC(C3)C2C(=O)N1c1ccc(Cc2ccncc2)cc1 (stereo not given)	-5.8%	/
Cc1ccc(OCCOc2ccc(Br)cc2/C=C2/SC(=S)N(C)C2=O)cc1	-2.8%	-4%
CCc1nn(CC(=O)NCCCN(CC)Cc2ccccc2)c(=O)c2cc3sccc3n12	5.4%	2%
Cc1nc2nc(-c3ccco3)[nH]n2c(=O)c1C	-1.7%	/
C/C(=N\NC(=O)CC1N=C(Cc2ccccc2)NNC1=O)c1ccc(Cl)cc1Cl (stereo not given)	-1.2%	/
O=C(COc1ncnc2sccc12)N1CCc2ccccc2C1	-0.8%	-10%
CCOC(=O)C(NC(=O)Nc1ccc(F)cc1)(OCC)C(F)(F)F (stereo not given)	4.6%	-8%
CCOC(=O)c1c(N)nn(C(=O)CC)c1-c1ccccc1	-4.7%	/
CCCOC(=O)C1C2C=CC3(CN(c4cccc(Cl)c4)C(=O)C13)O2 (stereo not given)	-3.2%	-2%
Cc1ccc(/C=N/NC(=O)/C(=C\c2ccc3c(c2)OCO3)NC(=O)c2ccccc2)o1	-3.8%	0%
Cc1ccc(N=C2CCCCCN2C)c(C#N)c1	1.5%	/

Next part
SMILES	Hsp70 inhibitors	Rat MKP-3 inhibitors
C=C(C)CSc1nc2ncc(Cl)cc2[nH]1	-1.5%	/
CCCOC(=O)c1ccc(NC(=O)CCC)cc1	1.1%	3%
O=C(Nc1cccnc1Cl)C1c2ccccc2Oc2ccccc21	0.9%	/
COc1ccc(NC(=O)CCc2c(C)nc3nc(C)nn3c2C)cc1	-2.2%	/
Cc1ccc2c(c1)[C@@H]1CN(C)CC[C@@H]1N2S(=O)(=O)c1ccc(F)cc1	5.2%	-3%
CCn1cc(C(=O)N2CCCCC2)c(=O)c2cc(S(=O)(=O)N3CCC(C)CC3)ccc21	2.9%	2%
O=C1CCc2cc(S(=O)(=O)NC(C(=O)NCc3cccnc3)c3ccccc3)ccc2N1 (stereo not given)	1.5%	-15%
COC(=O)c1ccc(Cn2nc(C)c(Br)c2C)cc1	0.6%	2%
CCC1=NN(C(=O)c2ccccc2Cl)C(O)(C(F)(F)F)C1 (stereo not given)	6.7%	-1%
Cc1c(NC(=O)C(C)OC(=O)C(NC(=O)c2ccco2)C(C)C)c(=O)n(-c2ccccc2)n1C (stereo not given)	5.9%	-4%
CCOc1ccc(S(=O)(=O)N(CC(=O)Nc2ccccc2CC)c2ccc(C)cc2)cc1	-3.1%	4%
O=C(CN(c1cccc(Br)c1)S(=O)(=O)c1ccccc1)Nc1cccc(Cl)c1	2.0%	0%
CCOc1ccc(C(=O)OCc2nnc(-c3cccs3)o2)cc1OC	0.6%	2%
COc1ccc(OC)c(NC(=O)C(CC(=O)O)Cc2ccc(Cl)cc2)c1 (stereo not given)	1.2%	/
O=C(N1CCCC1)C12CC3CC(CC(C3)C1)C2	2.9%&1.5%	5%
Cc1ccc(N(CC(=O)NCc2ccco2)S(=O)(=O)c2ccccc2)cc1	-1.1%	-10%
Cc1ccc(S(=O)(=O)NC2CCOC(C)(C)C2)cc1 (stereo not given)	-0.4%	-4%
CCOC(=O)N1CCN(C(=O)c2cnc(Nc3ccccc3OC)c3ccccc23)CC1	2.8%	0%
Cc1nn(C)c(C)c1CNC(=O)c1cnn2c1NC(c1ccccc1)CC2C(F)(F)F (stereo not given)	-6.2%	-3%
CS(=O)(=O)N(CC(=O)N1CCCCCC1)c1ccc(Br)cc1	2.5%	2%

Later entries:
SMILES	Hsp70 inhibitors	Rat MKP-3 inhibitors
COc1ccc(N(C(=O)c2ccco2)C(C(=O)NC2CCCCC2)c2cccs2)cc1OC (stereo not given)	3.3%	/
CCCCNC(=O)C1c2ccccc2C(=O)N(c2ccc(OC)cc2)C1c1ccc(OC)cc1 (stereo not given)	6.1%	/
C=CCNC(=O)C(=O)c1cccn1-c1ccsc1C(=O)OC	-1.3%	/
Cc1cc(Br)c(Nc2nc(NN)nc(N3CCOCC3)n2)cc1Cl	-6.0%	0%
CCN(CC)CCCCCOc1ccccc1OC	-1.2%	-11%
CC(C)(C)NC(=O)C(c1ccncc1)N(Cc1cccs1)C(=O)Cn1nnc(-c2cccs2)n1 (stereo not given)	8.8%	-2%
Cc1cc(NC(=O)CCC(=O)N(CC(=O)NCC2CCCO2)Cc2ccc(F)cc2)no1 (stereo not given)	-0.7%	/
Cc1c2cnn(CC(=O)N3CCN(c4ncccn4)CC3)c(=O)c2c(C)n1Cc1ccc(F)cc1	3.4%	-2%
COC(=O)c1ccn(C(=O)c2ccc(Cl)cc2)n1	1.6%&2.3%	4%&1%
O=C(Nc1c(C(=O)N2CCN(Cc3ccccc3)CC2)cnn1-c1ccccc1)c1ccc(Br)cc1	-2.2%	5%
COc1ccc(NC(=O)c2ccco2)cc1NC(=O)c1ccco1	3.6%	1%
CC1=NN(C(=O)c2ccncc2)C(O)(C(F)(F)F)C1 (stereo not given)	4.4%	-1%
COc1ccc(OC)c(C(=O)COC(=O)CNC(=O)C2CCCCC2)c1	7.6%	-16%
CCC(C)(C#CCN1CCCC1)OC(C)=O (stereo not given)	-0.2%	0%
Cc1ccc(OCC(=O)Nn2cnnc2)c(Br)c1	9.6%	/
CCOC(=O)C1CCCN(C(=O)c2sc3nc(C)nc(N4CCOCC4)c3c2C)C1 (stereo not given)	4.7%	-6%
Fc1cccc(Cl)c1Cc1noc(-c2ccccc2)n1	4.8%	-6%
COc1ccc(-n2c3c(cc(C(=O)N4CCN(CCO)CC4)c2=O)C(=O)CC(C)(C)C3)cc1	/	1%
O=C(NN=C(C1CC1)C1CC1)c1cc2ccccc2cc1O	2.8%	2%
CCOC(=O)Cc1csc(NC(NC(=O)CC)(C(F)(F)F)C(F)(F)F)n1	-2.7%	-3%

An excerpt from above in order of number of heavy atoms, largest number first.
SMILES	Hsp70 inhibitors	Rat MKP-3 inhibitors
COc1ccc(N(C(=O)c2ccco2)C(C(=O)NC2CCCCC2)c2cccs2)cc1OC (stereo not given)	3.3%	/
Cc1cc(NC(=O)CCC(=O)N(CC(=O)NCC2CCCO2)Cc2ccc(F)cc2)no1 (stereo not given)	-0.7%	/
C=CCNC(=O)C(=O)c1cccn1-c1ccsc1C(=O)OC	-1.3%	/
Fc1cccc(Cl)c1Cc1noc(-c2ccccc2)n1	4.8%	-6%
CCC(C)(C#CCN1CCCC1)OC(C)=O (stereo not given)	-0.2%	0%

Remaining list, next part
SMILES	Hsp70 inhibitors	Rat MKP-3 inhibitors
COc1ccc(C2CC(c3ccc(Br)cc3)=NN2C(=O)CCC(=O)O)cc1OC (stereo not given)	/	2%
COc1ccc2cc3cc(C(=O)NCCc4ccc(OC)c(OC)c4)oc3nc2c1	3.6%	6%
O=C(Nc1ccc(-c2nc3ncccc3o2)cc1)c1ccco1	8.7%	-9%
COc1c(N2CCNC(C)C2)c(F)cc2c(=O)c(C(=O)O)cn(C3CC3)c12 (stereo not given)	5.2%	1%
Cc1cc(OCC(=O)Nc2ccccc2C(C)C)ccc1Cl	2.1%	1%
O=S(=O)(Cc1ccccc1Cl)N1CCN(Cc2ccc3c(c2)OCO3)CC1	-1.1%	/
COc1ccc(N(CC(=O)NCC2CCCO2)C(=O)CCC(=O)Nc2nccs2)cc1 (stereo not given)	1.3%	/
CCCOc1ccc(N/C(N)=N/c2nc(C)cc(C)n2)cc1	1.1%	1%
CCOC(=O)NC1(C(F)(F)F)C(=O)N(Cc2ccccn2)C2=C1C(=O)CC(C)(C)C2 (stereo not given)	-1.3%	4%
CCN1C(=O)/C(=C\N(C(C)=O)c2ccccc2)OC1=S	2.5%	/
COc1cc(C=NN2CCN(Cc3ccccc3Cl)CC2)ccc1OCc1ccccc1	-8.3%	6%
CCCCOc1ccccc1NC(=O)c1cc(OC)c(OC)c(OC)c1	1.6%	-2%
N#Cc1c(N2CCOCC2)nc(-c2ccco2)c2c1CCCC2	-26%	7%
CC1(C)Cc2noc(N)c2C(C)(C)N1OC(=O)c1ccco1	3.1%	-1%
O=C(Cc1cc(=O)oc2cc(O)ccc12)NCC1CCC(C(=O)O)CC1 (stereo not given)	-2.2%	0%
COc1ccccc1CN(Cc1cc2cc(C)ccc2[nH]c1=O)Cc1nnnn1CC1CCCO1 (stereo not given)	0.5%	-19%
CC(C)C12CC3CC(CC(C(=O)NN)(C3)C1)C2	1.3%	-2%
CCc1cccc(C)c1NC(=O)COc1ccc(C)cc1C	1.9%	2%
O=C(c1csc2c1CCCC2)n1cccn1	-0.4%	-5%
O=C(CCc1ccccc1)NCc1ccc2c(c1)OCO2	-2.6%	-1%

More compounds:
SMILES	Hsp70 inhibitors	Rat MKP-3 inhibitors
CC1SC(c2ccc(Cl)cc2)NC1=O (stereo not given)	-4.2%	/
CC(Sc1nnc2ccccn12)C(=O)Nc1ccc(Cl)cn1 (stereo not given)	-5.7%	-4%
CCN1CCN(CC(=O)Nc2ccc3c(c2)OCO3)C(=O)C1=O	13%	-4%
COc1ccc(-n2cnc3sc(C)c(C)c3c2=O)cc1	6.2%	-1%
COc1cccc(OC)c1C(=O)Nc1ccc(NC(=O)c2ccco2)cc1	5.4%	2%
CCOC(=O)/C=C/C(=O)Nc1sc(C)c(C)c1C(N)=O	4.6%	2%
O=C(CSc1nnc(-c2ccncc2)o1)Nc1ccccc1Cl	4.5%	-6%
Oc1ccccc1-c1cc(-c2ccco2)[nH]n1	5.7%&-4.2%	4%
